Bioassay records: PubChem, Sanford-Burnham Center for Chemical Genomics
Rat MKP-3 inhibitors = inhibition of rat DUSP6 enzyme activity – biochemical, in vitro, primary screen (AID 425); recombinant MKP-3 phosphatase activity, fluorescence; higher % means a stronger effect; actives 0.17% (n = 110,000); inhibition, % at 20 µM; hits with a dose series show IC50 in µM; in the data active means inhibition above about 50%;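 further: plate controls were vehicle for no effect and reference inhibitor for full effect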
Hsp70 inhibitors = small molecules displacing fluorescent ligand from Hsp70 – biochemical, fluorescence polarization, primary screen (AID 583); Hsp70 fluorescence polarization probe displacement, mP; higher % means a stronger effect; displacement, % at 20 µM; hits with a dose series show IC50 in µM; actives 0.06% (n = 140,000); in the data active means displacement above about 50%;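 further: plate controls were vehicle for no effect and reference ligand for full effect; a part of the inactive calls stands beside numbers as strong as those of hits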
The depositor's hits bear a star; . = not tested or not shown; & = joins results of further samples. An excerpt. The share of hits here may be higher or lower than overall.

Rat MKP-3 inhibitors | Hsp70 inhibitors | Structure
-8% | -40% | CC(C)CC1C(C#N)=C(N)SC(N)=C1C#N
-8% | 6.5% | CCSc1nnc(-c2ccc(Cl)cc2Cl)o1
1% | -11% | COc1ccc(CC(=O)NNC(=O)c2ccccc2Cl)cc1
4% | 3.2% | COc1ccc(NCc2cccnc2)cc1
-1% | 4.8% | Fc1ccccc1OCCn1ccnc1
-1% | 2.1% | O=C(Nc1ccccc1)C1C(c2ccccc2)=C1c1ccccc1
. | 3.3% | Cc1nn(C)c(C)c1C(=O)NN
-4% | -4.6% | Fc1ccc(C(c2nnnn2C2CCCC2)N2CCN(Cc3ccncc3)CC2)cc1 (stereo not drawn)

Whole records, looked up by structure:
COc1ccc(CC(=O)NNC(=O)c2ccccc2Cl)cc1 reads Rat MKP-3 inhibitors: 1%; Hsp70 inhibitors: -11%
CC(C)CC1C(C#N)=C(N)SC(N)=C1C#N reads Rat MKP-3 inhibitors: -8%; Hsp70 inhibitors: -40%
Fc1ccc(C(c2nnnn2C2CCCC2)N2CCN(Cc3ccncc3)CC2)cc1 (stereo not drawn) reads Rat MKP-3 inhibitors: -4%; Hsp70 inhibitors: -4.6%

(list continues)
Rat MKP-3 inhibitors | Hsp70 inhibitors | Structure
. | 0.7% | Cc1ccc(C2(CC(=O)N3CCCC3)CCOC(C(C)C)C2)cc1 (stereo not drawn)
10% | 3.5% | O=C(/C=C/c1ccc([N+](=O)[O-])cc1)c1cccc(Br)c1
1% | 6.3% | O=C(CSC1=NCCS1)Nc1ccccc1F
-5% | 10% | O=C(COC(=O)C1CCCN1C(=O)c1cccs1)Nc1ccc2c(c1)OCO2 (stereo not drawn)
. | -0.4% | CN1CCN(S(=O)(=O)c2ccc(C(=O)Nc3ccccc3)cc2)CC1
-6% | -2.7% | O=C(O)c1ccc(CSc2nnc(-c3ccncc3)n2CC2CCCO2)cc1 (stereo not drawn)
-7% | 0.9% | Cc1ccc(Oc2nc3ccccc3n3c(C)nnc23)cc1
3% | -2.7% | CCOC(=O)C1=C(C)NC(=O)NC1c1cc(C)cs1 (stereo not drawn)
-1% | . | COc1cc(C(=O)NCc2nnc(SCC(=O)N3CCC(C)CC3)o2)cc(OC)c1OC
. | 2.5% | Cc1cc(C)nc(Nc2n[nH]c(-c3ccc(N)cc3)n2)n1
4% | -0.8% | O=C(NC(NC(=S)Nc1ccccc1Br)C(Cl)(Cl)Cl)c1ccccc1 (stereo not drawn)
1% | 2.4% | COc1ccc(N(CC(=O)Nc2ccccc2C)S(=O)(=O)c2ccccc2)cc1Cl
. | 0.9% | COC(=O)CSc1nc2c(c(=O)[nH]c(=O)n2C)n1CCC(C)C
-3% | 2.6% | Cc1ccc(N(Cc2ccc(C(=O)NC3CCCC3)cc2)S(C)(=O)=O)cc1C
2% | 3.7% | COc1cccc(-c2cc(C(=O)Nc3ccc(S(=O)(=O)Nc4nccc(C)n4)cc3)c3ccccc3n2)c1
7% | -14% | O=C(COc1ccc([N+](=O)[O-])cc1)Nc1cccc(-c2nc3cc(Cl)ccc3o2)c1
-5% | -0.8% | CCOc1ccc(-c2nnc(N)o2)cc1
-1% | 9.2% | N#Cc1cn(CC(=O)NCCc2c[nH]c3ccccc23)c2ccccc12
2% | -1.1% | O=C(Nc1ccc2oc(-c3ccc(Cl)cc3Cl)nc2c1)c1ccc2c(c1)OCCO2
-2% | 3.3% | Cc1cc(/C=C2\C(=O)NC(=O)N(c3cccc(Cl)c3)C2=O)c(C)n1-c1cccnc1
. | 8.3% | CCN(CC)S(=O)(=O)c1ccc(S(=O)(=O)N(CC(=O)Nc2ccccc2)Cc2ccco2)cc1
0% | -5.0% | CN(C)S(=O)(=O)c1ccc(C(=O)Oc2cc(=O)[nH]c3ccccc23)cc1
5% | . | Cc1cccc(NC(=O)c2ccccc2NC(=O)c2cccs2)c1C
-2% | 5.8% | Cn1c2c(c(=O)[nH]c1=O)C(c1cccc(Cl)c1Cl)C1=C(N2)c2ccccc2C1=O (stereo not drawn)

Single values from above.
COc1ccc(NCc2cccnc2)cc1 | Hsp70 inhibitors: 3.2%
COc1ccc(CC(=O)NNC(=O)c2ccccc2Cl)cc1 | Hsp70 inhibitors: -11%

Additional records.
Rat MKP-3 inhibitors | Hsp70 inhibitors | Structure
-9% | -2.9% | CCc1c(O)nc(SCc2ccccc2)n(C(C)CC)c1=O (stereo not drawn)
-2% | -4.7% | Cc1ccc(S(=O)(=O)N/N=C/c2ccc3c(c2)OCO3)cc1[N+](=O)[O-]
-4% | 1.9% | CCC(C(=O)NCCN1CCN(C)CC1)n1c(C)c2cnn(-c3ccccc3)c(=O)c2c1C (stereo not drawn)
-13% | 1.2% | Nc1nnc(CCC2CCCCC2)s1
-2% | -1.1% | COc1cccc(N(CC(=O)NC2CCCC2)C(=O)Cn2nnc(-c3ccc(C)cc3)n2)c1
0% | 8.4% | COc1ccc(NC(=O)COC(=O)C(CCSC)NC(=O)c2ccccc2)cc1 (stereo not drawn)
-8% | 4.5% | COc1cc2c(cc1OC)C1(CCOCC1)CN(C)C2
-13% | 5.5% | COc1ccc(-n2c(Cc3cccn3C)nnc2SCC(=O)Nc2cccc(C)c2C)cc1
. | -0.9% | N=C1C(c2nc3ccccc3[nH]2)=C(O)CN1c1ccc(F)cc1
-2% | 9.3% | CSc1nc(C)cc(SCCO)n1
3% | -3.9% | COc1ccc(N2C(=O)c3ccc(C(=O)Nc4ccccc4I)cc3C2=O)cc1
-3% | 0.9% | CSc1ccc(S(=O)(=O)N(CC(=O)Nc2ccc(C)cc2C)c2ccc(C)cc2)cc1
-19% | -1.7% | CCC(Sc1nc(C)cc(=O)[nH]1)C(=O)Nc1sc2c(c1C#N)CCCC2 (stereo not drawn)
-1% | 2.4% | O=C(CSc1nnc(Cc2ccccc2)n1-c1ccc(Cl)cc1)N1CCOCC1
0% | 0.5% | COCCCNC(=S)Nc1ccc(Cl)cc1Cl
-6% | 4.2% | COc1ccc(C(=O)Nc2ccc(S(=O)(=O)NCc3ccco3)cc2)cc1OC
-1% | . | CCCCOC(C)n1cc(C)c(=O)[nH]c1=O (stereo not drawn)
2% | -1.8% | Cc1ccc(N=C2SC(C(=O)O)CC(=O)N2C)cc1Cl (stereo not drawn)
. | -2.4% | CCOC(=O)c1ccc(NC(=O)CCOc2ccc(C)cc2)cc1
8% | 4.0% | Cc1cccc(CSC2=NCCN2C(=O)C2CC2)c1
. | -6.3% | O=C(OC(C(=O)NC1CCCCC1)c1ccccn1)c1cccs1 (stereo not drawn)
0% | -3.0% | Cc1ccc2cc(CN(Cc3cccs3)Cc3nnnn3CC3CCCO3)c(=O)[nH]c2c1 (stereo not drawn)
. | 1.2% | Cc1ccc(SCC(=O)Nc2cccnc2)cc1
13% | -3.2% | COc1ccc2c(c1OC)C(=O)N1c3ccccc3SC21 (stereo not drawn)
-3% | -7.0% | O=C(c1ccc(CN2CCOCC2)cc1)N1CCN(Cc2ccccc2)CC1
-6% | 0.7% | O=C(CSc1n[nH]c(-c2ccc(S(=O)(=O)NC3CCCCC3)cc2)n1)N1CCCC1
-9% | -2.0% | Nc1nc(N)nc(-c2ccccn2)n1
-1% | -2.2% | O=C(O)c1ccccc1N=Cc1cc(Cl)ccc1O
-1% | -3.8% | COc1ccccc1CNC(=O)c1c(O)c2cc(OC)c(OC)cc2[nH]c1=O
-11% | 1.1% | COC(=O)CCN1CCC(C(N)=O)CC1
0% | 7.6% | CCSc1nnc(NC(=O)c2ccc([N+](=O)[O-])cc2[N+](=O)[O-])s1
1% | -24% | COC(=O)c1ccc(-n2c(C)cc(/C=C3/SC(N)=NC3=O)c2C)cc1
-8% | 2.4% | COc1ccc(-c2nnc(-c3ccc(N(C)C)cc3)o2)cc1
-4% | 4.3% | CC(=O)c1cccc(NC(=O)NCCS(C)=O)c1 (stereo not drawn)
-14% | 2.9% | Cc1ccc(C(=O)Nc2ccc3c(c2)ncn3C)cc1
2% | 4.5% | CC(=NCc1ccccc1)c1c(O)[nH]c2ccccc12
-5% | -3.8% | COC(=O)c1sccc1NC(=O)c1ccncc1
-5% | -2.3% | N#Cc1nc(-c2ccco2)oc1N1CCOCC1
99%* | 4.7% | O=C(Nc1ccccc1Cl)c1cccc(NC(=O)C(F)(F)F)c1
1% | 4.5% | COc1ccc(NC2=C(c3ccc(OC)cc3)C(=O)c3ccccc32)cc1

Part of the list above, with two lines to a compound:
Second line of a record – Rat MKP-3 inhibitors | Hsp70 inhibitors
- COC(=O)c1sccc1NC(=O)c1ccncc1
    -5% | -3.8%
- N#Cc1nc(-c2ccco2)oc1N1CCOCC1
    -5% | -2.3%

(cont.)
Rat MKP-3 inhibitors | Hsp70 inhibitors | Structure
-11% | -4.1% | CC(=O)c1ccc2c3c(ccc(O)c13)CC2
. | -2.4% | O=C(NCNC(=O)c1ccccc1)c1ccccc1
-6% | -5.8% | Cc1cc(N2C(=O)C3C4c5ccccc5C(c5ccccc54)C3C2=O)no1 (stereo not drawn)
-3% | -2.8% | O=C(O)COc1ccc2c(-c3ccccc3)cc(=O)oc2c1
. | 11% | CCN(CC)CCn1c(-c2ccccc2)nc(=S)c2c1CC(C)(C)OC2
-2% | 0.4% | Cc1nonc1NC(=O)N1CCCC1
6% | 1.5% | Cc1cccc(NC(=O)c2oc3ccc(S(=O)(=O)N4CCOCC4)cc3c2C)c1C
. | 1.5% | Cc1ccccc1-n1cnc2cc(NCc3cccs3)ccc21
-16% | 2.5% | O=C(CSc1nnc(C23CC4CC(CC(C4)C2)C3)o1)Nc1ccc(N2CCOCC2)c(Cl)c1
-15%&1% | 4.3%&-4.3% | O=S(=O)(c1ccc(Cl)cc1)N1CCN(C2CCCCCC2)CC1
5% | 0.5% | O=C(OC1CCOC1=O)c1ccc2ccccc2n1 (stereo not drawn)
-8% | -0.1% | CN1CCN(C(=O)C(Cc2ccccc2)NS(=O)(=O)c2ccc3c(c2)CCC(=O)N3)CC1 (stereo not drawn)
. | 6.2% | COCC(=O)Nc1ccc(Br)cc1
-6% | 6.4% | CC(=O)Nc1cccc(NC(=O)c2c(-c3c(Cl)cccc3Cl)noc2C)c1
2% | -0.9% | O=C(NCc1ccc2c(c1)OCO2)C(=O)Nc1nc(C23CC4CC(CC(C4)C2)C3)cs1
-4% | 2.0% | COC(=O)c1ccc(OCc2ccc(COc3ccc(C(=O)OC)cc3)cc2)cc1
4% | 5.3% | CCC(CC)C(=O)Nc1nnc(-c2cccs2)s1
0% | 2.4% | COc1ccc2ccccc2c1/C=C1\SC(=S)N(Cc2ccccc2)C1=O
-4% | 1.7% | CCCc1nnc(NC(=O)CCC(=O)N2CCCCCC2)s1
. | 6.1% | CN(CCOC(=O)c1ccc2c(c1)OCCO2)C(C)(C)C
1% | 4.0% | CN=C(Nc1cc(C)nn1-c1ccccc1)c1ccc(F)cc1
-2% | -4.2% | FC(F)(F)c1ccc(N2CCOCC2)c(NC2=NCCCCC2)c1
-2% | -2.3% | O=C1/C(=C/C=C/c2ccccc2)SC(=S)N1c1cccc(C(F)(F)F)c1
1% | 0.2% | CC1(C)CC(=O)C(CCCN2C(=O)c3ccccc3C2=O)C(=O)C1
1% | -0.1% | CCN1CCCC1CNC(=O)COc1cc(=O)n(C)c2ccccc12 (stereo not drawn)
1% | 6.2% | COc1ccccc1C(=O)Nc1ccc(Br)cc1F
. | -1.1% | CCOC(=O)Cc1csc(NC(=O)c2ccc(NC(C)=O)cc2)n1
. | 7.3% | O=C(Nc1nccs1)c1ccc(Br)c(S(=O)(=O)N2CCOCC2)c1
4% | -3.8% | CC(C)(C)C1=Nn2c(nnc2-c2ccccc2F)SC1
9% | 1.3% | Cc1c(Cl)c(=O)oc2cc(OCC(=O)c3ccc(Cl)cc3)ccc12
-9% | 2.3% | Cc1csc(SCC(=O)Nc2ccc(S(=O)(=O)N3CCCC3)cc2)n1
-4% | -2.4% | COc1ccc2nc(N3CCCCC3)c(C#N)cc2c1

Brought forward from above: 5 entries, then new ones.
Rat MKP-3 inhibitors | Hsp70 inhibitors | Structure
. | 7.3% | O=C(Nc1nccs1)c1ccc(Br)c(S(=O)(=O)N2CCOCC2)c1
4% | -3.8% | CC(C)(C)C1=Nn2c(nnc2-c2ccccc2F)SC1
9% | 1.3% | Cc1c(Cl)c(=O)oc2cc(OCC(=O)c3ccc(Cl)cc3)ccc12
-9% | 2.3% | Cc1csc(SCC(=O)Nc2ccc(S(=O)(=O)N3CCCC3)cc2)n1
-4% | -2.4% | COc1ccc2nc(N3CCCCC3)c(C#N)cc2c1
13% | -3.5% | Fc1ccccc1/C=N/n1cnnc1
4% | 2.6% | O=c1nc(-c2ccccc2Cl)c2cc(Br)ccc2[nH]1
-1% | 1.5% | COc1ccc2nc(SCC(=O)O)nc(C)c2c1
. | -0.3% | CC(C)(C)NS(=O)(=O)c1ccc(N2C(=O)c3ccccc3C2=O)cc1
-11% | -3.3% | Cc1cc(C)n(-c2ccc(C(=O)OCC(=O)c3c(N)n(C)c(=O)n(C)c3=O)cc2)n1
4% | -1.8% | CC(C)CNC(=O)C(=O)Nc1cccc(Br)c1
5% | 4.1% | O=C(Oc1cccc([N+](=O)[O-])c1)c1ccc(-c2ccccc2)cc1
1% | 0.1% | Cc1ccc(CNC(=O)C(=O)Nc2ccc(C)cc2)cc1
-8% | -0.1% | COc1cccc(CNC(=O)C2CCN(S(=O)(=O)c3ccccc3)CC2)c1
4% | -1.3% | COc1ccc(/C=C2/SC(=S)N(C(C)c3ccccc3)C2=O)cc1 (stereo not drawn)
-4% | 4.1% | COC(=O)Cc1c(C)c2ccc(OCC(=O)NCc3ccc4c(c3)OCO4)cc2oc1=O
-8% | 7.8% | COC(=O)C1C(=O)c2c([nH]c(C(=O)OCC3CCCO3)c2C)CC1C (stereo not drawn)
